Assay outcomes (PubChem)
ARNT-TACC3 inh = disruptors of ARNT/TACC3 protein interaction, primary screen, biochemical, AlphaScreen, single concentration. Transforming acidic coiled-coil-containing protein 3 (Homo sapiens), Q9Y6A5. AlphaScreen His-ARNT PAS-B/GST-TACC3 binding, luminescence; TACC3 fragment carries E629A point mutation. inhibition, % at 9.99 µM. 390,000 compounds, 0.66% hits;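 active means mean inhibition of replicates at least 50% and at least half of replicates each reaching 50%; inconclusive means half or more replicates reach 50% but mean below 50%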;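 further: 0% = complete ARNT plus TACC3 wells and 100% = ARNT alone without TACC3; many hits fall short of the cut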
PAX8 reporter = inhibitors of PAX8-driven TPO luciferase reporter, primary screen, RMG-I cells, single concentration; AID 652154, 2013; inhibition, % at 12.6 µM; SteadyGlo, 24 h; 360,000 compounds, 1.2% hits;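 active means mean replicate inhibition at least 60% with every replicate also reaching 60%; inconclusive means only one of the two criteria is met; inactive means mean below 60% and not all replicates reaching 60%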;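 further: luciferase light reporting Pax8 driven TPO promoter activity; plate controls were median of neutral control wells for no effect and mitoxantrone controls for full effect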
CASP6 VEID inh = human caspase-6 inhibitors, primary screen, biochemical, VEID-R110 fluorescence, single point, set 2; P55212; purified caspase-6, Z-VEID-R110 cleavage fluorescence; inhibition, % at 12.5 µM; 350,000 compounds, 0.53% hits; AID 686996, 2013;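 active means mean inhibition across replicates at least about 35%, with every replicate also reaching that limit, limit read from the data; inconclusive means only one of the two criteria met; inactive means neither criterion met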;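 further: 0% = median of neutral control wells and 100% = no fluorescence left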
Target sequence (P55212 24-179 limits assumed): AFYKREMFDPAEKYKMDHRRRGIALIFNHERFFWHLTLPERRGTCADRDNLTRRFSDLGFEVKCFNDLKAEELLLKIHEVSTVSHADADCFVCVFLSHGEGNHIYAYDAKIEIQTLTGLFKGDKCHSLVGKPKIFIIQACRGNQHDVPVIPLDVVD
Target sequence (P55212 194-293 limits assumed): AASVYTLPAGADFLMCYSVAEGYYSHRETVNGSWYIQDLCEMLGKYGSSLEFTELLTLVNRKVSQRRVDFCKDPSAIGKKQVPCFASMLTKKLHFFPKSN
EWS-Fli inh = EWS/Fli-driven NR0B1 reporter inhibitors, primary screen, A673 cells, NR0B1 luciferase, luminescence, MLPCN library; viability-normalised; inhibition, % at 12.6 µM; 350,000 compounds, 0.67% hits;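 active means mean inhibition of at least 50% after viability correction, with every replicate also passing that limit; inconclusive means mean reaches 50% but only one of two replicates passes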;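 further: firefly luciferase signal divided by Alamar Blue viability fluorescence both relative to DMSO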
DENV2 CPE rescue = inhibitors of DENV2 cytopathic effect, primary screen, cell-based, plate reader, single concentration. DENV2-infected cells, cytopathic effect rescue. CPE inhibition, % at 9.99 µM. 350,000 compounds, 1.7% hits. AID 651640, 2012; in the data active means CPE inhibition above about 20%, passing the limit was not always enough; inconclusive means no clear call, values can overlap the other calls; tested in BHK-21 cells;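 further: 0% = median of neutral control wells and 100% = median of positive control wells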
LGR2 inh = inhibitors of bursicon-induced LGR2 CRE-luciferase signal, primary screen, cell-based, HEK293, CRE-luciferase reporter, bursicon stimulation | Drosophila bursicon receptor LGR2 (rickets) | bursicon-stimulated, 4 h | inhibition, % at 9.99 µM | 380,000 compounds, 0.35% hits | AID 720647, 2013;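 active means drop in luminescence signal, shown as inhibition above about 50% in the replicate tests, limit read from the data, passing the limit was not always enough; inconclusive means probably only some replicates passing the limit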;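 further: agonist challenge used bursicon conditioned medium at about half maximal strength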
SIRT5 inh = SIRT5 desuccinylase inhibitors, primary screen, biochemical, fluorescence imaging, single point, set 5; inhibition, % at 15 µM; 330,000 compounds, 1.1% hits; Purified SirT5, succinyl-peptide AMC, trypsin-coupled fluorescence; NAD-dependent protein deacylase sirtuin-5, mitochondrial (Homo sapiens), Q9NXA8; in the data active means inhibition above about 15%; inconclusive means no clear call, values can overlap the other calls
Target sequence (Q9NXA8 whole entry, looked up): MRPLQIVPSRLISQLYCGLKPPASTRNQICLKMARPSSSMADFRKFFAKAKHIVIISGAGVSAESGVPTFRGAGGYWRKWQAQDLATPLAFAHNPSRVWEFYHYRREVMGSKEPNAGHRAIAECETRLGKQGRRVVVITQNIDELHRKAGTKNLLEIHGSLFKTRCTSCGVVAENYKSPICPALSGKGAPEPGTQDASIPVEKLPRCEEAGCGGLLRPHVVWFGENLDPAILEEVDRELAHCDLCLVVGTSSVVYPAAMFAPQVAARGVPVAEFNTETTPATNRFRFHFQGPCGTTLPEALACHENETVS
* = called active by the depositor; ? = inconclusive; / = not tested or not shown; & = joins results of further samples; ! = repeats disagree.

Molecule	ARNT-TACC3 inh	PAX8 reporter	CASP6 VEID inh	EWS-Fli inh	DENV2 CPE rescue	LGR2 inh	SIRT5 inh
Cc1ccc2c(c1)C(=O)CC1(CCCCCC1)O2	-0.4	-11.9	1.7	-7.4	11.9	-6.1	3.6
Cc1ccc(-c2csc3ncnc(NCCC(=O)O)c23)cc1C	1.4	26.8	1.3	6.4	0.8	4.3	1.5
CCc1ccc(OCC(=O)Nc2cccc3nsnc23)cc1	-5.8	-27.9	1.1	-6.3	0.4	-48.3	-4.7
COc1ccc(C(C(=O)NCC2CCCO2)N(Cc2ccco2)C(=O)c2snc(C(N)=O)c2N)cc1OC (stereo not given)	-6.3	3.4	/	2.6	-4.7	19.1	8.5
C/C=C/c1ccc(C2[C@@H]3CN(C(=O)Nc4ccc(C(F)(F)F)cc4)C[C@H]2N3)cc1 (stereo not given in full)	/	-6.8&-0.4	/	?	41.4*!	-23.3&38.7	/
C[C@@H]1CN([C@H](C)CO)S(=O)(=O)c2ccc(-c3ccc(C(=O)N(C)C)cc3)cc2O[C@@H]1CN(C)C(=O)Cc1ccccn1	-3.9	-16.3	3.7	-2.0	-3.0	-8.8	2.2
CCOC(=O)c1cccc(OC(=O)CCNC(=O)c2ccc(Cl)cc2)c1	-0.8	-10.5	-3.3	0.7	-1.6	-8.1	-2.2
Cc1[nH]c(N)nc(=S)c1CCCNc1ccccc1	3.3	1.8	/	-0.1	?	-17.0	1.2
CC(=O)N1CCc2cc(S(=O)(=O)NC(C(=O)N3CCN(c4ccccc4F)CC3)C(C)C)ccc21 (stereo not given)	/	4.4	9.9	1.1	2.6	-5.8	/
COc1ccc(NC(=S)N2CCN(C(=O)C3CCCO3)CC2)c(OC)c1 (stereo not given)	/	6.9	1.4	3.8	-3.9	-0.6	-4.5
COc1cccc(S(=O)(=O)Nc2ccc3c(c2)[C@H]2C[C@@H](CC(=O)N4CCCCC4)O[C@H](CO)[C@H]2O3)c1	1.7	2.2	0.1	7.3	-2.3	11.4	-4.2
O=C(NC1Cc2ccccc2C1)[C@H]1N[C@H]2c3ccc(C4=CCCC4)c(=O)n3C[C@H]2[C@@H]1CO	0.7	/	0.6	1.0	2.1	-3.8	-0.3
CC(NC(=O)COC(=O)c1ccc(CO)cc1)C1CC2CCC1C2 (stereo not given)	-5.8	-3.5	-2.0	3.7	-2.5	-3.9	-8.0
C=CCn1c(C)csc1=Nc1ccc(C(=O)O)cc1	-0.1	4.0	7.2	1.5	/	-12.3	1.5
COc1c(F)c(F)c(C(=O)Nc2ccc(-c3nc4ccccc4[nH]3)cc2)c(F)c1F	-3.3	-0.3	-2.4	-11.0	3.7	2.3	1.1
O=C(NCCc1c[nH]c2ccccc12)C(=O)Nc1ccccc1	/	-155.1	-1.7	7.3	7.0	-44.9	0.8
O=C(CNC(=O)c1ccccn1)N=Nc1c(O)[nH]c2ccccc12	6.4	2.4	-5.9	-42.3	?	-26.4	-2.3
COc1ccccc1C(=O)N(Cc1sccc1C)C1CCS(=O)(=O)C1 (stereo not given)	0.6	18.6	-3.1	/	0.7	-1.2	-3.4
C[C@H](CO)N1C[C@H](C)[C@@H](CN(C)Cc2ccc(C(F)(F)F)cc2)Oc2c(NS(=O)(=O)c3ccc(Cl)cc3)cccc2C1=O	13.4	/	-0.6	3.5	-6.5	-2.1	8.5
COc1cc(CC(=O)N/N=C/c2ccc([N+](=O)[O-])cc2)c([N+](=O)[O-])cc1OC	23.1	-9.8	0.7	-6.2	-0.2	/	2.0
COc1cccc(C(NC(C)=O)c2nc(-c3ccc(F)c(Cl)c3)cs2)c1 (stereo not given)	/	-26.7	1.0	-6.9	2.7	-3.3	/
COc1ccc(OC)c(S(=O)(=O)NC2CCSc3ccccc32)c1 (stereo not given)	-5.8	18.8	11.6	-3.3	-2.8	5.5	-14.7
CC(C)N1CCc2c(sc(NC(=O)C3CCCCC3)c2C(N)=O)C1	-2.1	9.3	-3.1	-11.1	15.8	35.5	1.8
CC(=C\c1ccco1)/C=C1/SC(=S)N(CC(=O)O)C1=O	0.6	-12.7	30.0	-10.4	-2.8	6.5	4.6
O=C(Nc1ccc([N+](=O)[O-])cc1)Nc1cnccn1	1.2	5.9	-3.5	-8.0	-7.6	-1.5	-4.7

Retrieved one by one from above, two records:
Molecule	ARNT-TACC3 inh	PAX8 reporter	CASP6 VEID inh	EWS-Fli inh	DENV2 CPE rescue	LGR2 inh	SIRT5 inh
C[C@H](CO)N1C[C@H](C)[C@@H](CN(C)Cc2ccc(C(F)(F)F)cc2)Oc2c(NS(=O)(=O)c3ccc(Cl)cc3)cccc2C1=O	13.4	/	-0.6	3.5	-6.5	-2.1	8.5
COc1cccc(C(NC(C)=O)c2nc(-c3ccc(F)c(Cl)c3)cs2)c1 (stereo not given)	/	-26.7	1.0	-6.9	2.7	-3.3	/

The listing continues:
Molecule	ARNT-TACC3 inh	PAX8 reporter	CASP6 VEID inh	EWS-Fli inh	DENV2 CPE rescue	LGR2 inh	SIRT5 inh
O=C(NCCCN1CCOCC1)C1Cc2c(ccc3ccccc23)O1 (stereo not given)	32.5	6.5	-0.7	8.3	14.1	5.4	-5.2
CCN1C(=O)[C@@H]2[C@@H](c3ccc(-c4ccccc4)cc3)N3CCCC[C@@]3(C(=O)OC)[C@@H]2C1=O	1.7	-70.4	-3.1	-2.4	12.4	/	-2.2
Cc1ccc2c(CN3CCOCC3)cc(=O)oc2c1	/	-2.4	-1.8	-8.5	7.7	0.7	-0.3
COc1ccccc1/C=C/C=N/n1c(C2CCCCC2)n[nH]c1=S	5.6	5.6	5.8	12.2	2.8	5.4	3.0
O=C(CSc1nc2[nH]ncc2c(=O)n1-c1ccc(Cl)c(Cl)c1)NCc1ccccc1Cl	9.4	-0.8	2.6	20.7	-0.2	2.8	-1.8
CCN1CCN(Cc2ccc(NC(=O)c3ccc(C)c(NC(=O)N4CCNC4=O)c3)cc2C(F)(F)F)CC1	17.3	-16.5&18.6	-0.6&-1.9	-2.7&1.8	119.7*!	-2.7&-2.1	-8.9&-4.2
C/C=C/c1ccc([C@@H]2[C@H](CO)N(C(C)=O)C23CN(S(C)(=O)=O)C3)cc1	/	6.3	0.2	4.0	-3.1	-3.5	4.9
CCCNC(=O)N1CC2(CN(Cc3cccc(OC)c3)C2)c2c([nH]c3cc(OC)ccc23)[C@@H]1CO	/	/	4.9	4.5	?	-31.1	7.5
CCn1nnc(-c2ccccc2NC(=O)C(F)(F)F)n1	-11.6	/	18.8	-5.1	-3.5	-40.1	3.2
Nc1ccccc1C#CC(=O)c1ccccc1	-6.6	10.5	0.7	66.5*	9.4	28.1	-6.9
O=C(CC1C(=O)NCCN1Cc1ccc(F)c(F)c1)NCCCn1ccnc1 (stereo not given)	12.8	-8.3	-18.3	0.5	-3.8	3.5	-1.5
C[C@H](CO)N1C[C@H](C)[C@H](CN(C)C(=O)Nc2cccc(F)c2)OCc2cnnn2CCCC1=O	-31.9	-15.2&-19.0	1.4&-5.5	-4.9&-3.7	-7.8&5.6	12.5&20.4	-1.9&-0.7
O=C(COC(=O)c1ccc(F)cc1)Nc1nc2ccc([N+](=O)[O-])cc2s1	-17.3	-8.3	-2.4	-7.4	2.4	/	-3.8
CCCC(=O)Nc1ccc2c(c1)C(=O)N(C)C[C@@H](OC)[C@@H](C)CN(CCC(F)(F)F)[C@@H](C)CO2	-8.4	4.5	8.6	6.3	18.2	10.2	2.4
COc1ccccc1NC(=O)/C(=C/c1ccncc1)NC(=O)c1ccccc1	-3.3	21.7	4.6	0.1	-2.3	-5.4	2.5
O=C(Nc1ccc(O)cc1)c1ccc2c(c1)C(=O)N(Cc1cccnc1)C2=O	-13.6	7.2	1.6	-1.7	22.4*	9.7	1.6
Cc1ccc(CNC(=O)[C@]2(C)CCC[C@@]3(C)C4CC[C@@]5(C)C[C@]4(CCC32)CC5=O)cc1 (stereo not given in full)	17.2	8.8	-1.3	-1.1	-2.2	21.5	0.3
CC(=O)OCC(=O)C1(O)CCC2C3CC(F)C4=CC(=O)CCC4(C)C3C(=O)CC21C (stereo not given)	-3.2	-11.2	-2.5	4.0	?	-5.8	-2.2
COc1ccc(NC(=O)COC(=O)CNC(=O)C2CCCCC2)cc1	-2.1	-3.5	-2.3	-2.3	7.3	-9.6	-5.5
CN(C)CCCNC(NC(=O)/C=C/c1ccccc1)C(Cl)(Cl)Cl (stereo not given)	3.7	4.9	-73.6	5.9	5.5	7.6	-2.4
COc1cccc(NC(=O)N2CC3(C2)[C@@H](c2ccccc2)[C@@H](CO)N3C(=O)C2CCCC2)c1	/	/	2.1	-6.3	-2.3	-2.3	1.2
CC(C)c1ccc(OCC(=O)N2CCN(c3ccccn3)CC2)c(Br)c1	/	8.8	0.0	-9.9	17.3	2.6	-6.2
C/C(=C\c1ccco1)CN1CCN(Cc2ccc(C)o2)C(CCO)C1 (stereo not given)	-0.6	-9.9	1.3	7.7	-3.4	22.0	-1.8
CN(C)C(=O)C[C@H]1C=C[C@@H](NC(=O)NC2CCCC2)[C@H](CO)O1	2.9	-5.8	-0.2	15.1	2.5	14.1	-3.6
Clc1ccc(NN(Cc2ccncc2)c2ccc(Cl)cc2)cc1	/	-21.5	-0.8	-36.6	0.3	-20.1	-0.9
COc1ccc(-c2c(-c3ccccc3OC)oc3ccccc23)cn1	-7.0	-37.5	-3.9	-35.8	6.1	/	/
CCCNC(=O)c1ccccc1NC(=O)COc1cccc2c1OC(C)(C)C2	27.7	11.9	-3.1	4.9	-1.5	-11.3	-3.5
O=C(Nc1ccc([N+](=O)[O-])cn1)C1CCCCC1	-4.6	6.5	/	/	/	-4.7	/
CCn1cc(S(=O)(=O)CC(=O)Nc2cccc(C)c2)c2ccccc21	-2.0	-9.8	-2.9	8.7	1.0	/	3.1
COc1ccc(-c2nc(S(=O)(=O)c3ccccc3)c(N3CCCC3)o2)cc1	/	-10.8	-0.7	14.1	2.1	0.0	-1.1
CC(=O)Nc1ccc(N=c2cc([N+](=O)[O-])cc(Cl)n2O)cc1	12.9	1.6	/	10.5	0.3	-16.8	-15.4
O=C(CSc1ncccn1)Nc1ccc2c(c1)OCO2	-7.9	6.4	-3.6	-1.6	-5.5	0.9	-0.9
O=C(NNC(=O)c1cc(-c2ccccc2Cl)nc2ccccc12)c1csc(N2CCOCC2)n1	2.8	-16.9	-1.3	-2.8	?	-18.8	-5.5
O=C(Nc1ccc(S(=O)(=O)N2CCOCC2)cc1)c1cc(-c2ccccc2O)n[nH]1	4.9	49.7	1.2	33.6	4.0	24.6	-1.1
COCC#Cc1ccc([C@@H]2[C@@H](C#N)N(C(=O)Cc3ccccc3)[C@@H]2CO)cc1	-7.3	-13.9	-2.2	5.2	-3.3	-24.1	-2.4
O=C1NC2(CCCCCC2)N=C1c1ccc(Br)cc1	0.9	-27.3	0.0	-13.5	-4.0	-3.0	-5.1
C=CCNC(=O)c1cc2cc(Cl)ccc2nc1N	/	26.9	2.7	7.8	11.5	-21.2	-0.6

Some entries already given, reduced to EWS-Fli inh.
SMILES	EWS-Fli inh
O=C(Nc1ccc(S(=O)(=O)N2CCOCC2)cc1)c1cc(-c2ccccc2O)n[nH]1	33.6
COc1ccc(-c2c(-c3ccccc3OC)oc3ccccc23)cn1	-35.8
